Compound activity from PubChem.
14-3-3 PPI – modulators of 14-3-3 gamma protein binding, primary screen, biochemical, fluorescence polarization. FP, 14-3-3gamma / TMR-pS259-Raf peptide binding. AID 422, 2006. 0.19% of 160,000 active. inhibition, % at 40 µM; in the data active = inhibition above about 30%;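 note: 0% = protein plus tracer without compound and 100% = blank with tracer alone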
Target sequence (P61981 whole entry, looked up): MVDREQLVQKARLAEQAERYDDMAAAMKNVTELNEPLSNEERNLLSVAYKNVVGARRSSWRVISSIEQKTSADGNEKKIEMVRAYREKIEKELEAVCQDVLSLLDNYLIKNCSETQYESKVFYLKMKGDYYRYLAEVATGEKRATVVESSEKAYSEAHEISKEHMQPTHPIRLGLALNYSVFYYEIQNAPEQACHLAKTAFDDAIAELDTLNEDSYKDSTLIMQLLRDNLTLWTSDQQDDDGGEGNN
Active calls of the source: *; & = joins results of further samples. These rows are one share of the data (hit frequency here may not be typical).

SMILES	14-3-3 PPI
Cc1cc2c(cc1C)CSC(c1cccc([N+](=O)[O-])c1O)SC2	10
COc1ccccc1NC(=O)CSC1=NC(=O)C(NC(C)=O)C(=O)N1 (stereo not given)	-1
Cc1nc(SCC(=O)Nn2c(-c3ccccc3)nc3ccccc3c2=O)n[nH]1	7
O=C(NC1CCCCCC1)c1cc2c(=O)oc3ccccc3c2s1	1
COc1ccc(-c2cc(C(F)(F)F)n3ncc(C(=O)NCc4ccco4)c3n2)cc1	3&-2
CCOC(=O)C1=C(C)N=C2SCCC(=O)N2C1c1ccc(OC)c(OC)c1 (stereo not given)	1
CCC(C(=O)NC1CCCC1)N(C(=O)Cn1nnc(-c2ccc(OC)c(OC)c2)n1)C1CCCCC1 (stereo not given)	6
CCOC(=O)c1c(NC(=O)COc2ccc(C)cc2Br)sc2c1CCCC2	-7
O=C(NC1(C(F)(F)F)NC(=O)N(Cc2ccco2)C1=O)c1cccs1 (stereo not given)	-6
Cc1ccc(C)c(COc2ccc3c(c2)oc(=O)c2ccccc23)c1	-3
CC1(C)CC(=O)C2=C(C1)Nc1ccccc1N(C(=O)C(F)(F)F)C2c1cccnc1 (stereo not given)	2
CC(=O)Nc1nc([N+](=O)[O-])c(SCC(=O)O)s1	3
Cc1cccc2nc(CCl)cc(=O)n12	0
O=C(Cn1c(NCCCO)nc2ccccc21)c1cccs1	1
CCn1c(CCNC(=O)c2ccccc2OC)nc2ccccc21	-3
COc1ccc(O)c(C=Nc2c(C)n(C)n(-c3ccccc3)c2=O)c1	0
CC12c3ccccc3C(c3ccccc31)C1C(=O)N(c3ccc(I)cc3)C(=O)C12 (stereo not given)	-2
Cc1ccc(C)c(NC(=O)CN(c2cccc(C)c2C)S(=O)(=O)c2ccccc2)c1	2
CCCOc1ccc(C2C(C(=O)OC)=C(C)NC3=C2C(=O)CC(c2ccc(OC)cc2)C3)cc1 (stereo not given)	-3
CCOc1ccc(C(=O)Nc2cccc(C)n2)cc1	-9&-6
CCNc1nc(NC(C)C)nc(N(C#N)C(C)C(=O)N(C)C)n1 (stereo not given)	-1
O=C(NCCO)c1c(O)c2c([nH]c1=O)CCCC2	0
COc1ccc(C2C(C)C3(N)NC(=O)C(C#N)(C3C)C2(C#N)C#N)cc1 (stereo not given)	-8
COc1ccc(NC(=O)c2cn(CC(C)C)c(=O)c3cc(OC)c(OC)cc23)cc1OC	-2
O=C(O)CCP(=O)(O)CN1CCCCC1	-12

The listing continues:
SMILES	14-3-3 PPI
CC(=O)NCCSc1c(-c2ccccc2)[nH]c2ccccc12	-8
CC1Cn2c(nnc2C23CC4CC(CC(C4)C2)C3)S1 (stereo not given)	-2
N#CC1=C2SCN(Cc3ccccc3)CN2C(=O)CC1c1cccs1 (stereo not given)	-4
O=C(Cn1c(=O)n(-c2ccccc2)c(=O)c2c3c(sc21)CCCC3)Nc1ccc(F)cc1	-4
CC(C)c1ccc(OCc2nc(-c3ccc(Cl)cc3)no2)cc1	-45
COc1ccc(C(=O)C2CCN(C(=O)c3ccco3)CC2)cc1	-1
COc1ccccc1S(=O)(=O)Cc1ccc(C(=O)NCc2cccnc2)o1	-2
CCCSc1nnc2c(n1)OC1(CCCCC1)Nc1ccc(Br)cc1-2	3
CC(=O)c1cccc(NC(=O)C2CCN(S(=O)(=O)c3c(C)n[nH]c3C)CC2)c1	1
Cc1cc(NC(=O)CSc2nnc(C3CC3)n2C)no1	5
CC1=C(C(=O)OC(C)C)C(/C=C/c2ccccc2)NC(=O)N1 (stereo not given)	1
CS(=O)(=O)N1CCC(C(=O)NCC2CCCO2)CC1 (stereo not given)	18
CCC1Oc2ccc(C)cc2N(CC(=O)NCc2ccccc2Cl)C1=O (stereo not given)	-3
O=C(NCCCN1CCOCC1)c1coc2ccccc2c1=O	2
COc1ccc(C(CC(=O)N2CCOCC2)C(C)C)cc1 (stereo not given)	3
CC1CC(C)CN(S(=O)(=O)c2ccc3c(c2)CCC(=O)N3)C1 (stereo not given)	-25
Cc1ccc(C2C(C(=O)c3cc4ccccc4o3)=C(O)C(=O)N2CCN2CCOCC2)o1 (stereo not given)	-13
O=c1c2cc(Cl)ccc2nc2ccc(N3CCCC3)nn12	-15
C=CCn1c(SCC(=O)N2CCCCC2)nc(O)cc1=O	-7
CC(=O)c1c(C)[nH]c(C(=O)NC2CCCC2)c1C	-2
CC(C(=O)O)N1C(=O)OC(C)(C)C1(C)O (stereo not given)	-3
Cc1nc2cc(NC(=O)NCc3ccco3)ccc2o1	-7
Cc1ccc(S(=O)(=O)c2c(C)nn(C(C)(C)C)c2OC(=O)c2ccccc2C(F)(F)F)cc1	3
N#Cc1cc2oc3ccccc3c3ccccc3oc2cc1C#N	-8
O=C(c1cnn2c(C(F)(F)F)cc(-c3ccco3)nc12)N1CCN(c2ccccc2)CC1	2

An excerpt of these results, with each value named.
Structure: COc1ccc(C(=O)C2CCN(C(=O)c3ccco3)CC2)cc1
  14-3-3 PPI: -1

Structure: CCCSc1nnc2c(n1)OC1(CCCCC1)Nc1ccc(Br)cc1-2
  14-3-3 PPI: 3

(further entries)
SMILES	14-3-3 PPI
CCc1cc(C(=O)Cc2cnn(-c3ccccc3)c2)c(O)cc1O	-3
O=C(Nc1nccs1)c1cccc(NS(=O)(=O)c2ccc([N+](=O)[O-])cc2)c1	-3
COc1ccc(CN2CCC(N3CCN(CCO)CC3)CC2)c(OC)c1OC	2
COc1ccc(C(=O)Nc2cccc(-c3nc4ncccc4o3)c2C)cc1	-1
CC1(C)C(c2cccs2)=NC(c2ccccc2)N1O (stereo not given)	-3
CCNC(=O)NC(=O)C(C)OC(=O)c1cccnc1SC (stereo not given)	-1
Cc1cc(NC(=O)c2cccs2)nc2c1c(=O)oc1ccccc12	-20
OC[C@H]1O[C@@H](n2cnc3cncnc32)[C@H](O)[C@@H]1O	-4
COc1cccc(C(=O)Nc2cccc(NC(C)=O)c2)c1	-5
O=C(NCC1CCCO1)[C@@H]1CSC2c3ccccc3C(=O)N21 (stereo not given in full)	0
O=C(C1CCCN(S(=O)(=O)c2cccc3nsnc23)C1)N1CCc2ccccc2C1 (stereo not given)	-10
Cc1ccc(O)c(N=Cc2ccc(OC(=O)c3ccc(Br)cc3)cc2)c1	-9
CCOC(=O)c1ccc(NC(=O)C(CC(C)C)N2C(=O)c3ccccc3C2=O)cc1 (stereo not given)	4
CC(C)(C)C1(O)CC(C(F)(F)F)=NN1C(=O)c1ccccc1Cl (stereo not given)	-6
COC(=O)C1=CN(C2CC2)C=C(C(=O)OC)C1c1ccc(Cl)c([N+](=O)[O-])c1	-4
Cc1ccc(/C(O)=C2\C(=O)C(=O)N(CCC(=O)O)C2c2ccc(Br)cc2)cc1 (stereo not given)	-2
Cc1ccc(N2C(=O)CSC2c2ccc(C(C)(C)C)cc2)cc1F (stereo not given)	-1
Cc1ccc2c(c1)Oc1cc([N+](=O)[O-])cc(Oc3ccccc3)c1C(=O)N2	-181
COc1cc(-c2nc(-c3cccs3)c(-c3cccs3)[nH]2)ccc1O	-81
O=C(c1nc2nc(-c3ccccc3)cc(C(F)(F)F)n2n1)N1CCOCC1	2
Cc1ccc(CNC(=O)CSc2nc3ccccc3c(=O)n2CCCO)cc1	5
CC1CCN(CCCNC(=O)C2CCN(S(=O)(=O)N3CCCC3)CC2)CC1	6
COc1ccc(CCNC(=O)Cc2cc(=O)[nH]c(=O)[nH]2)cc1OC	0
COc1ccc(OC)c(NC(=O)c2c(C)c(-c3ccccc3)nc3ccccc23)c1	53*
CCO/C=C1\C(=O)N(c2ccccc2)C(=O)c2ccccc21	-3

The listing continues.
SMILES	14-3-3 PPI
CCSCCOC(=O)C1=C(C)NC2=C(C(=O)CC(c3cccs3)C2)C1c1ccc(C)o1 (stereo not given)	-10
COC(=O)c1c(C)oc2c1cc(NS(=O)(=O)c1ccc(C)c([N+](=O)[O-])c1)c1ccccc12	-37
Cc1cc(NC(=O)CSc2nnc(C)c(=O)[nH]2)no1	0
O=S(=O)(Nc1ccccc1Cl)c1cccc2cccnc12	-7
COc1ccc(C2C(C(=O)OC(C)C)=C(C)NC3=C2C(=O)CC(c2ccccc2)C3)cc1Br (stereo not given)	-2
O=C(CC1CCCC1)OCn1nnc2ccccc2c1=O	-6
COc1cccc(OC)c1C(=O)Nc1cccc2ccccc12	-8
COc1cccc(CNC(=O)C2CCN(S(=O)(=O)c3c(C)nn(C)c3C)CC2)c1	-3
COc1cc2c(C(=O)N3CCN(c4ccccn4)CC3)cn(C)c(=O)c2cc1OC	-5
O=c1[nH]c(N2CCOCC2)nc2ncn(Cc3ccccc3)c12	6&-5
C=CCNc1nc(NCCN2CCOCC2)nc(OC)n1	-4
COc1ccc2nc3oc(C(=O)N4CCN(c5cccc(C(F)(F)F)c5)CC4)cc3cc2c1	-3
CCOC(=O)c1cnc2c(OC)cccc2c1N1CCC(C)CC1	-1
CC(C)C(=O)Nc1sc2c(c1C#N)CCC2	-8
COC(=O)c1ccccc1NC(=O)CS(=O)(=O)Cc1nc(-c2ccc(C)cc2)oc1C	-6
Cc1ccc(-c2nn(CC(=O)NCc3cccnc3)c(=O)c3ccccc23)cc1	1
Cc1nc2nc(SCC(=O)NC3CCCCC3C)nn2c(C)c1Cc1ccccc1Cl (stereo not given)	-41
CC(C)(C)SCCNC(=O)c1ccc(NS(C)(=O)=O)cc1	-7
COc1ccc(CNC(=O)c2cc(-n3cnnc3)ccc2Cl)cc1	-9
CCOC(=O)c1ccc(N2C(=O)C(Cl)=C(Nc3ccccc3C(=O)O)C2=O)cc1	-20
COc1ccccc1N1CCN(C(=O)c2cc(-c3ccc(C)cc3)on2)CC1	-8
C#CCn1c2ccccc2c2ccccc21	58*
Cc1cc(C)c2ccc[n+]([O-])c2c1O	-6
CSc1ccc(C2SCC(=O)N2c2ccc(Cl)cc2)cc1 (stereo not given)	-2
CSc1nnc(-c2nnc(SC)n2-c2ccccc2)n1-c1ccccc1	-10

Rewritten comma-delimited: 17 of the compounds above
mol,14-3-3 PPI
COc1cc2c(C(=O)N3CCN(c4ccccn4)CC3)cn(C)c(=O)c2cc1OC,-5
O=c1[nH]c(N2CCOCC2)nc2ncn(Cc3ccccc3)c12,6&-5
C=CCNc1nc(NCCN2CCOCC2)nc(OC)n1,-4
COc1ccc2nc3oc(C(=O)N4CCN(c5cccc(C(F)(F)F)c5)CC4)cc3cc2c1,-3
CCOC(=O)c1cnc2c(OC)cccc2c1N1CCC(C)CC1,-1
CC(C)C(=O)Nc1sc2c(c1C#N)CCC2,-8
COC(=O)c1ccccc1NC(=O)CS(=O)(=O)Cc1nc(-c2ccc(C)cc2)oc1C,-6
Cc1ccc(-c2nn(CC(=O)NCc3cccnc3)c(=O)c3ccccc23)cc1,1
Cc1nc2nc(SCC(=O)NC3CCCCC3C)nn2c(C)c1Cc1ccccc1Cl (stereo not given),-41
CC(C)(C)SCCNC(=O)c1ccc(NS(C)(=O)=O)cc1,-7
COc1ccc(CNC(=O)c2cc(-n3cnnc3)ccc2Cl)cc1,-9
CCOC(=O)c1ccc(N2C(=O)C(Cl)=C(Nc3ccccc3C(=O)O)C2=O)cc1,-20
COc1ccccc1N1CCN(C(=O)c2cc(-c3ccc(C)cc3)on2)CC1,-8
C#CCn1c2ccccc2c2ccccc21,58*
Cc1cc(C)c2ccc[n+]([O-])c2c1O,-6
CSc1ccc(C2SCC(=O)N2c2ccc(Cl)cc2)cc1 (stereo not given),-2
CSc1nnc(-c2nnc(SC)n2-c2ccccc2)n1-c1ccccc1,-10

(list continues)
SMILES	14-3-3 PPI
O=C1OC(N2CCN(CC=Cc3ccccc3)CC2)c2ccccc21 (stereo not given)	-2
NCCCCN=C(N)N	-2
COc1ccc(C2C(C(=O)NC3CCCC(C)C3C)c3cc(OC)c(OC)cc3C(=O)N2C)cc1 (stereo not given)	4
COc1ccc(OC)c2[nH]c(=O)c(CCNS(C)(=O)=O)cc12	9
CC(O)CN1C(=O)C(CC(=O)Nc2ccc(Cl)cc2)SC1=Nc1ccccc1 (stereo not given)	-3&-9
CCOCN(C(=O)CSc1nc2ccccc2s1)c1c(C)cccc1CC	-4
O=C(NC1CCCC1)c1ccc(CSCc2ccc(Cl)cc2)o1	-5
CC(NC(=O)c1nn2c(c1Cl)NC(c1ccc(F)cc1)CC2C(F)(F)F)c1ccccc1 (stereo not given)	2
Cc1cccc2nc(Cn3c(=O)n(-c4ccccc4)c(=O)c4c5c(sc43)CCC5)cc(=O)n12	-359
COc1ccc(Cc2nc3cc(C)c(C)cc3n(C)c2=O)cc1	0
CC(C)Cn1cc(C(=O)NCCc2ccccc2Cl)c2c3ccccc3n(C)c2c1=O	-4
CC(C)CCn1cnc2c1c(=O)n(C)c(=O)n2C	-4
CN(C1CCCCC1)S(C)(=O)=O	-2
CCOc1cc([C@H]2[C@@H]3CCCC[C@]3(O)CCN2CC(=O)NCc2ccco2)ccc1O	-7
Cc1cccc(C)c1NC(=O)CSc1nnc(CCCCCNC(=O)OC(C)(C)C)o1	-11
CCc1ccc(NC(=O)CN2C(=O)c3ccccc3C2=O)cc1	-2
O=C(CCn1cccc1)Nc1ccccc1F	-3
Cc1cccc(OCCSc2nnc(-c3ccoc3C)n2C)c1	-13
O=C(NCCCN1CCOCC1)c1ccc(N2CCCC2=O)cc1	-4
O=C(N1CCOCC1)N1CCN(c2ccccc2F)CC1	-1
CC1CCCN(C(=O)Cc2ccc(F)cc2)C1 (stereo not given)	3
CSCCc1nc(SCC(=O)Nc2nnc(C)s2)[nH]c1C	1&3
O=C(CCSCc1cccc(Cl)c1)NCc1ccc(F)cc1	2
COc1ccc2nc(NC(=O)C3CCN(S(=O)(=O)c4cccc5nsnc45)CC3)sc2c1	6
O=C(Nc1cccc(Cl)c1)c1ccc2c(=O)n(-c3cccc(C(F)(F)F)c3)c(=S)[nH]c2c1	1

Next results follow.
SMILES	14-3-3 PPI
O=C(c1ccco1)N1CCN(C(=O)c2cc3sccc3n2Cc2ccccc2)CC1	1
Cc1cc(C)c2cc(CN(CCO)C(c3nnnn3Cc3ccc(F)cc3)C(C)C)c(=O)[nH]c2c1 (stereo not given)	0
CN(C)c1cccc(NC(=O)C23CC4CC(CC(C4)C2)C3)c1	-7
N#CC1=C(N)S[C@H](C(=O)C23CC4CC(CC(C4)C2)C3)[C@H]1c1ccncc1	2
COc1ccc(C(=S)N2CCCCC2)cc1OC(=O)c1cccc(C)c1	-4
CCN(CC)c1ccc(C2C(C(=O)OCCc3ccccc3)=C(C)NC3=C2C(=O)CC(C)(C)C3)cc1 (stereo not given)	-8
CCn1c(CNC(=O)c2cccc(C)c2)nnc1SCC(=O)Nc1cccc(OC)c1	-3
O=C(NC1CCCCCC1)C1CCN(S(=O)(=O)c2cccc3nonc23)CC1	-24
